Compound activity (PubChem BioAssay)
TGFb SMAD3 inh = blocks TGF-b signaling. Potency, µM (series often up to 46.1 µM), inactives show at the top dose activity, negative = inhibition, usual class: inhibitors. AID 588855. hit rate 1.2% among 410,000. HepG2 CAGA-GFP TGF-b/SMAD3 reporter, GFP fluorescence, 18 h; TGF-beta stimulated, 500 pg/mL final; also: potency is read from the fitted curve at half-maximal effect; % is scaled to controls: 0 for no effect and ±100 for the full control effect; nearly all actives have a fitted effect of over 65% in size
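HEPG2 CAGA-GFP reporter cells (1000/well, DMEM with 1% FBS) received compounds, then recombinant TGF-beta at 500 pg/mL final for 18 hours at 37 degrees C. Per-cell GFP summed per well was normalised to unstimulated and stimulated DMSO controls before curve fitting.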
CCT modulator = cytosolic chaperonin activity modulation; AID 651819; purified chaperonin ATPase assay, HTRF ADP detection, 30 min; activity change, % (no concentration beside the values), hits read low; hit rate 0.3% among 360,000; in the data active = activity change below about -30%; also: % is scaled to controls: 0 for no effect and ±100 for the full control effect
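ATPase activity: ADP formed was measured by HTRF Transcreener (665/615 nm ratio) after 30 min at 37 deg C with 10 uM ATP. Compounds screened at one 76 uM concentration against 40 or 20 nM TRiC in Tris pH 7.4/KCl/MgCl2/DTT buffer.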
Nrf2 activator = activates Nrf2 signaling | Potency, µM (series often up to 46.1 µM), inactives show top-dose activation, hits mostly activators | hit rate 0.31% among 410,000 | AREc32 ARE-luciferase reporter (MCF7-derived line), luminescence, 24 h; also: potency is read from the fitted curve at half-maximal effect; % of control where 0% means no effect; nearly all actives have a fitted effect of over 65% in size
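ARE activation measured as luciferase luminescence (Steady-Glo, 30 min RT) in AREc32_Fluc cells after 24 hr compound exposure at 37 deg C, 5% CO2; cells seeded overnight at 1000/well in OPTI-MEM, 5% FBS.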
A549 tox = counter-screen for Nrf2 inhibitors: cytotoxicity in A549 cells; A549 ARE-Fluc cells, CellTiter-Fluor viability, 18-24 h; Potency, µM (doses to about 46 µM), inactives show at the highest dose activity change, negative = cytotoxicity, actives largely listed as inhibitors; hit rate 0.16% among 390,000; also: potency is read from the fitted curve at half-maximal effect; % is scaled to controls: 0 for no effect and ±100 for the full control effect
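A549 ARE_Fluc cells in 5% FBS OPTI-MEM were exposed to compounds in concentration-response for 18-24 h at 37 deg C. Viability was read by CellTiter-Fluor fluorescence (Ex 405/Em 525) after 30 min, before the luciferase read.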
Nrf2 block = inhibitors of Nrf2 signaling. hit rate 2.1% among 360,000. A549 ARE-Fluc reporter, luciferase luminescence, 18-24 h. Potency, µM (titrated, usually from 46 µM), for inactives: at the top dose activity change, negative = inhibition, hits mostly inhibitors. AID 504444; also: potency is read from the fitted curve at half-maximal effect; % is scaled to controls: 0 for no effect and ±100 for the full control effect; nearly all actives have a fitted effect of over 60% in size
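Two sequential reads on A549 ARE_Fluc cells exposed to compound for 18-24 h: a CellTiter-Fluor fluorescence read for viability, then a luciferase luminescence read for Nrf2/ARE activity.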
MmCpn inh = M. maripaludis TRiC chaperonin inhibition. purified Mm-Cpn ATPase, ADP Transcreener TR-FRET. hit rate 0.031% among 330,000. Potency, µM (highest dose often 76.9 µM), for the others: at the top dose activity, negative = inhibition, hits mostly inhibitors; also: potency is read from the fitted curve at half-maximal effect; % is scaled to controls: 0 for no effect and ±100 for the full control effect; nearly all actives have a fitted effect of over 80% in size
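ATP (10 uM final) was added to archaeal chaperonin (25 nM final) after 10 min exposure to test compound at 37°C; after 30 min further incubation, ADP was detected by competitive TR-FRET.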
Akt phos inh = Akt phosphorylation inhibition. Neuro2A IGF-stimulated pAkt S473 HTRF, 20 min; stronger effect = lower value. activity change, % for hits at 50 µM. hit rate 0.32% among 360,000. AID 651550; in the data active = activity change below about -80%; inconclusive = mostly about -51% to -80%; also: % is scaled to controls: 0 for no effect and ±100 for the full control effect
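Neuro2A cells in DMEM with 0.5% FBS, overnight at 37 deg C, given compound at single 50 µM final, then IGF (6 nM final) for 20 min at 37 deg C. Lysed; phospho-Akt Ser473 by HTRF after 24 h, 665/615 ratio.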
HepG2 viability = HepG2 cytotoxicity, counter-screen for TGF-b inhibitors; HepG2 CAGA-GFP viability, ATP luminescence, 18 h; Potency, µM (titrated, usually from 46.1 µM), for the others: at the highest dose activity change, negative = cytotoxicity, actives largely listed as cytotoxic; hit rate 0.76% among 410,000; also: potency is read from the fitted curve at half-maximal effect; some results filed as inactive show a strong effect at the top dose
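CellTiter-Glo luminescence gave cytotoxicity after 18 hours at 37 degrees C. The cells were HepG2 CAGA-GFP in 1% FBS DMEM, stimulated with 500 pg/mL TGF-beta after compound addition. %Activity was normalised to no-cell wells (complete cell-killing) and DMSO (no toxicity), and curves were fitted and classified.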
ATXN viability = cell viability loss in ATXN counter-screen | Potency, µM (highest dose often 56.7 µM), usual class: cytotoxic | hit rate 0.49% among 400,000 | AID 651635 | S2 cells (HEK-293 line with an ATXN2-luciferase reporter) viability, CellTiter-Fluor protease fluorescence, 24 h; also: potency is read from the fitted curve at half-maximal effect; nearly all actives have a fitted effect of over 40% in size
Starred values were filed as active, the others as inactive; i = inactive; ? = inconclusive; / = no result given; & = joins results of further samples; [ ] = remark or other dose. Unless noted, calls follow the shape of the dose curve; as a rule, active = well fitted curve in the direction sought with a large enough effect; inconclusive = small, poorly fitted or top-dose-only effect, or another doubt; inactive = no such curve, though single readings can be large; an effect the other way counts as inactive or inconclusive.

Sample of the layout:
SMILES	TGFb SMAD3 inh	CCT modulator	Nrf2 activator	A549 tox	Nrf2 block	MmCpn inh	Akt phos inh	HepG2 viability	ATXN viability
COc1ccc(S(=O)(=O)N2CCOCC2)cc1C(=O)NCc1c(C)nn(Cc2ccccc2)c1C	6%	-1.0	0.0%	1%	1%	/	i	10%	?
CCC1CCCCN1CCCNC(=O)C1CCN(S(=O)(=O)N2CCCCC2)CC1 (stereo unspecified)	0%	-6.7	-0.6%	6%	6%	-3%	i	1%	i
CCSc1nnc(NC(=O)CSc2nccn2-c2cccc(C)c2)s1	-7%	-1.4	-0.5%	0%	/	-3%	i	2%	i
NC(=O)c1cnn2c(C(F)(F)F)cc(-c3ccccc3)nc12	?	1.1	4.8%	3%	/	/	i	-3%	i
Cc1cccc(C(=O)C2CCN(S(=O)(=O)c3cccc(C(=O)O)c3)CC2)c1	?	-0.7	-0.1%	5%	-18%	1%	i	-64%	i
Cc1cc2ncn(-c3ncnc4sc5c(c34)CCC(C)C5)c2cc1C (stereo unspecified)	-21%	0.3	-0.1%	-5%	0%	0%	i	14%	i
COc1ccc(CNC(=O)Cc2c[nH]c3ccccc23)cc1OC	8%	0.3	0.6%	-4%	-2%	-1%	i	3%	i
Cc1nn(C(C)C)c(C)c1CN1CCCC(C(=O)c2cccc(OC(C)C)c2)C1 (stereo unspecified)	-21%	1.8	6.1%	1%	?	-1%	i	-16%	i
CCN(C(=O)CSc1nnc(CNc2cccc(OC)c2)n1C1CCCCC1)C1CCS(=O)(=O)C1 (stereo unspecified)	7%	-3.1	-0.6%	-1%	2%	2%	i	17%	i
CCOC(=O)c1sc(NC(=O)CSc2n[nH]c(CC(C)C)n2)nc1C	-12%	2.7	0.8%	5%	-10%	-2%	i	-9%	i

The whole of this part, from the start:
SMILES	TGFb SMAD3 inh	CCT modulator	Nrf2 activator	A549 tox	Nrf2 block	MmCpn inh	Akt phos inh	HepG2 viability	ATXN viability
COc1ccc(S(=O)(=O)N2CCOCC2)cc1C(=O)NCc1c(C)nn(Cc2ccccc2)c1C	6%	-1.0	0.0%	1%	1%	/	i	10%	?
CCC1CCCCN1CCCNC(=O)C1CCN(S(=O)(=O)N2CCCCC2)CC1 (stereo unspecified)	0%	-6.7	-0.6%	6%	6%	-3%	i	1%	i
CCSc1nnc(NC(=O)CSc2nccn2-c2cccc(C)c2)s1	-7%	-1.4	-0.5%	0%	/	-3%	i	2%	i
NC(=O)c1cnn2c(C(F)(F)F)cc(-c3ccccc3)nc12	?	1.1	4.8%	3%	/	/	i	-3%	i
Cc1cccc(C(=O)C2CCN(S(=O)(=O)c3cccc(C(=O)O)c3)CC2)c1	?	-0.7	-0.1%	5%	-18%	1%	i	-64%	i
Cc1cc2ncn(-c3ncnc4sc5c(c34)CCC(C)C5)c2cc1C (stereo unspecified)	-21%	0.3	-0.1%	-5%	0%	0%	i	14%	i
COc1ccc(CNC(=O)Cc2c[nH]c3ccccc23)cc1OC	8%	0.3	0.6%	-4%	-2%	-1%	i	3%	i
Cc1nn(C(C)C)c(C)c1CN1CCCC(C(=O)c2cccc(OC(C)C)c2)C1 (stereo unspecified)	-21%	1.8	6.1%	1%	?	-1%	i	-16%	i
CCN(C(=O)CSc1nnc(CNc2cccc(OC)c2)n1C1CCCCC1)C1CCS(=O)(=O)C1 (stereo unspecified)	7%	-3.1	-0.6%	-1%	2%	2%	i	17%	i
CCOC(=O)c1sc(NC(=O)CSc2n[nH]c(CC(C)C)n2)nc1C	-12%	2.7	0.8%	5%	-10%	-2%	i	-9%	i
Cc1ccc(C)c(NC(=O)CN(C)C(=O)COc2ccc3ccccc3c2)c1	-18%	2.5	-0.5%	-7%	-8%	-9%	i	-2%	i
CCOC(=O)C1CCCN(C(=O)Cn2ncc3c(=O)oc4ccc(C)cc4c32)C1 (stereo unspecified)	-25%	-0.1	0.5%	-1%	-5%	/	i	-58%	i
COCc1cc(CN2CCCC(CNC(=O)c3ccc(F)cc3)C2)ccc1OC (stereo unspecified)	9%	-1.1	0.3%	0%	18%	-1%	i	11%	i
CC(=O)Nc1ccc2c(=O)n(-c3ccccc3)sc2c1	?	-2.0	?	/	/	/	i	-78%	/
O=C(O)c1ccc(NC2CC(=O)N(Cc3ccccc3)C2=O)cc1 (stereo unspecified)	2%	1.2	-0.2%	17%	10%	3%	i	-3%	i
Cc1cc(NC(=O)CSCC(=O)N(c2cccc(Cl)c2)C(C(=O)NC2CCCCC2)c2ccc(O)c(O)c2)no1 (stereo unspecified)	-22%	-2.0	0.6%	11%	1%	1%	i	-15%	i
CCOC(=O)CCc1cnccc1-c1cccc(OC)c1O	9%	/	-1.1%	0%	11%	/	/	0%	i
OC(c1ccccc1)c1nc(-c2cccc3cccnc23)cs1 (stereo unspecified)	-2%	-3.7	3.9%	/	/	/	i	-11%	i
O=C(NCCCNC(=O)c1cnccn1)c1ccc(Br)cc1	3%	1.8	0.0%	6%	-1%	0%	i	6%	/
CN(C(=O)c1cccc(S(=O)(=O)NCc2ccccc2)c1)C1CCCCC1	0%	-1.3	-1.0%	-1%	0%	2%	i	6%	i
CCc1nc2c(OCCOc3ccc(F)cc3)cccn2c1N(C)C(=O)c1cccs1	-10%	1.0	-0.9%[9.22 µM]	/	/	/	i	-7%	i
COc1ccc(OC)c(-c2csc(NC(=O)CN3C(=O)NC4(CCCC4)C3=O)n2)c1	-20%	-1.4	0.4%	-14%	?	-2%	i	-10%	i
CCC(=O)N1CCN(c2nc3ccc(Br)cc3s2)CC1	?	1.1	3.4%	-6%	1%	0%	/	-23%	i
Cc1ccnc(NCc2cc(Cl)ccc2O)c1	-12%	2.4	9.5%	/	/	/	i	-26%	i
CCC(C)[C@H](NC(=O)Nc1ccccc1F)C(=O)O (stereo partly specified)	-8%	-1.2	0.5%	6%	1%	-2%	i	9%	i
CCN(C(=O)COC(=O)c1nc2nc(C)cc(C)n2n1)C1CCS(=O)(=O)C1 (stereo unspecified)	-2%	-2.3	0.3%	-1%	1%	2%	i	0%	i
O=c1cc(N2CCN(c3ccccc3)CC2)[nH]c(=O)n1-c1ccccc1	0%	-0.1	0.1%	4%	8%	1%	i	-14%	i
CCc1ccc2[nH]c(=O)c(Cc3ccccc3)c(O)c2c1	-2%	-0.3	-0.1%	-1%	-6%	0%	i	-3%	i
CCOC(=O)N1CCN(S(=O)(=O)N2CCCC(C(=O)NCc3cc(Br)ccc3OC)C2)CC1 (stereo unspecified)	?	1.1	4.4%&2.0%	-3%	/	/	i	-11%&-10%	i
COc1cc(CN2CCNC(=O)C2CC(=O)O)cc(OC)c1 (stereo unspecified)	8%	-1.1	0.2%	14%	1%	-5%	i	15%	i
COC(=O)c1ccccc1S(=O)(=O)N1CCC(C(=O)NCCC2=CCCCC2)CC1	-19%	-1.0	0.1%	2%	-13%	-5%	i	-8%	i
Cc1ccc(NC(=S)/C(=C(\[O-])c2ccc(Cl)s2)[n+]2cccc(CO)c2)cc1C	-19%	-2.9	2.3%	-27%	5%	-2%	i	20%	?
Cc1ccc(NC(=O)c2ccc(=O)[nH]n2)cc1C	11%	1.1	3.3%	-6%	?	-1%	i	13%	i
O=C(COC(=O)c1cccc(C(=O)OCC(=O)NCc2ccc(F)cc2)n1)NCc1ccc(F)cc1	?	-0.2	0.1%	-4%	9%	-25%	i	-4%	i
Cc1c(C)c(C)c(C(=O)c2ccc(NC(=O)c3ccccc3C(=O)O)cc2)c(C)c1C	3%	-6.2	-0.2%	-5%	-5%	-1%	i	-11%	i
Cc1c(C(=O)N2CCN(c3ccccc3)CC2)sc2ncnc(N3CCN(c4ccccn4)CC3)c12	4%	-1.8	-0.1%	-6%	?	0%	i	7%	i
COC(=O)C(C)NC(=O)COc1ccc2ccccc2c1 (stereo unspecified)	1%	0.8	0.2%	1%	2%	-1%	i	-3%	i
Cc1ccc(Cn2ccsc2=NC(=O)COC(=O)c2ccc(NC(=O)CC#N)cc2)cc1	?	-1.7	0.6%	-14%	23µM*	-16%	i	-21%	i
Nc1ncncc1-c1ccc([N+](=O)[O-])cc1	-18%	-3.4	0.6%	-1%	-19%	-1%	i	1%	i
CC1(C)N=C(c2ccccc2)C(=O)N1	-3%	-1.4	0.1%	11%	?	1%	i	-3%	i
Nc1nonc1-n1nnc(C(=O)N/N=C/c2cccc(O)c2)c1CN1CCCC1	4%	1.0	-0.3%	3%	7%	-2%	i	-10%	i
COc1ccc(OC)c(NC(=S)NCc2ccccc2OC)c1	-10%	0.2	1.6%	12%	-3%	-1%	i	-3%	i
CC(C)[C@H](NC(=O)c1ccccc1Cl)C(=O)NC1CCCCCC1	12%	-0.1	-0.5%	4%	7%	0%	i	6%	i
Clc1ccc(Cc2nc(-c3ccncc3)no2)cc1	?	1.8	6.9%	-17%	-2%	2%	i	-27%	i
